TRHR PAM = TRH receptor (human) allosteric enhancement | TRHR cells, fluo-8 calcium fluorescence, EC20 TRH enhancement | enhancement, % at 2 µM | actives 0.66% (n = 360,000); in the data active means enhancement above about 30%; further: 0% is about no effect
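Enhancer read-out: after compound pinning and an initial kinetic agonist-mode read, an EC20 of TRH (10 nM final) was injected and fluo-8 calcium signal (Ex 480/Em 530) followed at 1 s/cycle for 100 cycles in TRHR-expressing cells.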
RXFP1 ag = activates the human relaxin receptor RXFP1; actives 0.3% (n = 370,000); HEK293T-RXFP1 cAMP TR-FRET, 30 min; response scale: percent of porcine relaxin response, buffer zero; Q9HBX9; Potency, µM (doses to about 57.5 µM), without a hit: at the highest dose activation, most hits filed as activators; further: potency means the concentration at half of the fitted maximal effect; on the % scale 0 is the no-effect control and ±100 the full control effect; nearly all actives have a fitted effect of over 60% in size; many of its hits are not listed in these tables
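cAMP rise read by TR-FRET after 30 min, 37C compound exposure (up to 58 uM) in RXFP1-transfected HEK293 cells with Ro 20174 present. EC50 from Hill-equation fits, with 29 nM porcine relaxin as 100% and buffer as basal.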
RXFP1 antagonist = blocks the human relaxin receptor RXFP1 | actives 0.59% (n = 350,000) | activity change, negative = inhibition, % at 57.5 µM | AID 1259400 | Q9HBX9 | HEK293-RXFP1, relaxin-stimulated cAMP HTRF, 30 min; stronger effect = lower value;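 active means activity change of -60% or lower, but not beyond a set lower limit; inconclusive means change between -60% and -40%, or beyond the set limit; inactive means change above -40%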; further: on the % scale 0 is the no-effect control and ±100 the full control effect
D1 PAM = human D1 dopamine receptor positive modulation | HEK293 TREx D1 cells, calcium flux, dopamine EC20 potentiation | P21728 | potentiation, % at 10 µM | actives 0.036% (n = 360,000); in the data active means potentiation above about 30%; further: 0% is about no effect
Target sequence (P21728 whole entry, looked up): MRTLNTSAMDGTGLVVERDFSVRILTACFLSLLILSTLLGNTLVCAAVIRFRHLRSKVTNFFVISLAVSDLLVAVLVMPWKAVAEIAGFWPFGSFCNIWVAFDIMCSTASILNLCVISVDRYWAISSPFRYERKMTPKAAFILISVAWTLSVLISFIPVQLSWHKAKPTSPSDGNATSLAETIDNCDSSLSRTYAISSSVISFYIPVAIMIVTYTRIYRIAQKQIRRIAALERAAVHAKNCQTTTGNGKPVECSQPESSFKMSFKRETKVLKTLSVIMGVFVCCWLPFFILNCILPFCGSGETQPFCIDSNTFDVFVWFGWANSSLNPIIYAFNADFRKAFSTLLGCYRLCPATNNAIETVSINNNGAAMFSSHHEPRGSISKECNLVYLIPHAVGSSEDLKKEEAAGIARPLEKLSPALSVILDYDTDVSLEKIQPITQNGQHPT
TRHR agonist = TRH receptor (human) agonism; activation, % at 2 µM; actives 0.18% (n = 360,000); P34981; TRHR cells, calcium flux fluo-8, FDSS agonist mode; AID 493084; in the data active means activation above about 30%; further: 0% is about no effect
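Steps: seed TRHR cells overnight; add fluo-8 no-wash Ca dye, RT 30 min–1.5 h; record 10 s baseline; pin-transfer compounds; monitor fluorescence 1 cycle/s for the agonist window. Calcium increases flag candidate agonists.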
D1 antag = antagonists of human D1 dopamine receptor; activity change, negative = inhibition, % at 10 µM; actives 3.2% (n = 360,000); P21728; HEK293 TREx D1 cells, calcium flux, dopamine EC80; stronger effect = lower value; AID 504652; in the data active means activity change below about -30%; further: on the % scale 0 is the no-effect control and ±100 the full control effect
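Kinetic fluorescence of a calcium dye serves as the read-out. D1-expressing Hek293 Trex cells, induced overnight at 30 C, are exposed to compound for 180 s before an EC80 dopamine addition, then read 180 s further.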
D1 agonist = activates the human D1 dopamine receptor. HEK293 T-REx D1 cells, calcium flux, agonist mode. activation, % at 2 µM. AID 504660. P21728. actives 1% (n = 360,000); in the data active means activation above about 30%; further: 0% is about no effect
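Tetracycline-induced HEK293 TREx D1 cells, force-coupled to calcium signalling, were dye-loaded with a no-wash calcium kit. Compound was pin-added after a 10 s baseline. Fluorescence was read kinetically at 1 cycle/s for 180 s, with calcium rises flagged as agonism.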
D2 potentiator = positively modulates the human D2 dopamine receptor allosterically; potentiation, % at 10 µM; HEK293 T-REx D2, calcium flux, EC20 dopamine potentiation; P14416; actives 0.34% (n = 340,000); AID 485347;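 active means potentiation over 3 SD above the plate norm, cut at about 30% in these data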; further: 0% is about no effect
Target sequence (P14416 whole entry, looked up): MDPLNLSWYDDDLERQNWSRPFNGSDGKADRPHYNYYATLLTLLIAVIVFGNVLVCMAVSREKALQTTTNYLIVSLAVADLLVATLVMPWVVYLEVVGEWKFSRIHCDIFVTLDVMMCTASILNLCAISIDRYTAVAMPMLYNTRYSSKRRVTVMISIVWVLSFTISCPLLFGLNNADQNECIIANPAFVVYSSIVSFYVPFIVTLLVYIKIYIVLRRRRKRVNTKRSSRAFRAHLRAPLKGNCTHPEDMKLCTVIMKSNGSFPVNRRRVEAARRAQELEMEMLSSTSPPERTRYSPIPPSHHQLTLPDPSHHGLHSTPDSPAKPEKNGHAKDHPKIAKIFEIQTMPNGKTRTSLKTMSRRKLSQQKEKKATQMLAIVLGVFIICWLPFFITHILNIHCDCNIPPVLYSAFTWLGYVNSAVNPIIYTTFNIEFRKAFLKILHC
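Tetracycline-induced HEK293 T-REx cells force-coupled to calcium signalling expressed D2; compounds were pin-added after a 10 s baseline, read kinetically 180 s, then an EC20 dopamine challenge followed with a further 180 s calcium read.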
Anesthetic bind = candidate novel general anesthetic via apoferritin binding | apoferritin/1-aminoanthracene competitive binding, fluorescence | Potency, µM (highest dose often 77.5 µM), without a hit: at the top dose activity change, negative = displacement, most hits filed as inhibitors | actives 0.074% (n = 350,000) | P02791; further: potency means the concentration at half of the fitted maximal effect; on the % scale 0 is the no-effect control and ±100 the full control effect; nearly all actives have a fitted effect of over 20% in size
Target sequence (P02791 2-175 limits assumed): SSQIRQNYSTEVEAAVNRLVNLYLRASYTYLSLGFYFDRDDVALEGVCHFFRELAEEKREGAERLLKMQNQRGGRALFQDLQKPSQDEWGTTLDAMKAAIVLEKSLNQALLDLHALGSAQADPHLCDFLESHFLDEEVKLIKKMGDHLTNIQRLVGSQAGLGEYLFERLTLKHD
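10 uM apoferritin + 50% sat. 1-AMA, PBS; cpd 10 min RT; Ex380/Em535 endpoint; normalized to free probe vs complex; 4-param Hill fit; propofol titration as pos. ctrl.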
* = called active by the depositor; ? = inconclusive; · = no result given; [ ] = another dose, or the depositor's remark. Unless noted, the call rests on the fitted dose curve; in most records, active means well fitted curve in the direction sought with a large enough effect; inconclusive means small, poorly fitted or top-dose-only effect, or another doubt; inactive means no such curve, though single readings can be large; an effect the other way counts as inactive or inconclusive.

SMILES | TRHR PAM | RXFP1 ag | RXFP1 antagonist | D1 PAM | TRHR agonist | D1 antag | D1 agonist | D2 potentiator | Anesthetic bind
O=c1cc(O)c2c(=O)n(-c3ccccc3)c3c(c2o1)CCCCC3 | -3 | -0.4% | -13 | -1 | 0.1 | 8 | 0 | 14 | -3%
COc1ccc(NC(=O)CSCC(=O)N(C)Cc2cccc(OC)c2OC)cc1 | -4 | 0.7% | -13 | 2 | -0.2 | 23 | 2 | -7 | ·
COc1ccc(NC(=S)Nc2ccccc2)c(OC)c1 | -1 | 0.8% | -1 | -5 | 0.9 | 3 | 6 | 0 | -11%
CCOC(=O)C1CCCN(CCC(=O)Nc2ccccc2)C1 (stereo not given) | 0 | -1.4% | -11 | -8 | -0.4 | 3 | -1 | 4 | -8%
CCCC[C@]12Cc3cc(OC)c(OC)cc3C(O1)C1=C(O2)C(=O)c2ccccc2C1=O | -4 | 0.1%[11.5 µM] | · | 2 | 0.0 | 5 | 0 | · | ?
CCc1ccccc1Nc1nn2c(=O)c3ccc(C(=O)NCc4ccc(C)cc4)cc3nc2s1 | 6 | ? | · | 3 | 0.9 | -3 | 1 | -2 | -17%
Cc1ccc(CN(C(=O)COc2ccc(Br)cc2)C2CCS(=O)(=O)C2)o1 (stereo not given) | 0 | 0.5% | 7 | -1 | 0.2 | 1 | 3 | 7 | -11%
O=C(N/N=C/c1cccc2ccccc12)c1cc(C2CC2)[nH]n1 | 0 | -1.0% | 5 | -6 | 0.3 | 0 | 1 | -4 | -7%
CCN1C(=O)[C@H]2[C@@H](c3ccc(C)cc3)N3C(=O)N(c4ccc(C)cc4)C(=O)[C@@]3(Cc3ccc(Cl)cc3)[C@H]2C1=O | -2 | 1.0% | · | -4 | 2.6 | 4 | 8 | -11 | -14%
C=CC(C)(O)CCCC(C)CCCC(C)CCCC(C)C (stereo not given) | 6 | 0.6% | · | -2 | 0.1 | · | 2 | · | ·
COc1ccccc1CNC(=O)c1ccc2nc(-c3ccccc3)c(-c3ccccc3)nc2c1 | -1 | 1.2% | -2 | 0 | -0.2 | 1 | -1 | -8 | -2%
C#CCOCCOCCOCCNc1nc(N2CCN(C(=O)CCCCCCCCCCNC(=O)[C@@H](CCC(=O)O)n3cc(CCCCCN)nn3)CC2)nc(N2CCN(C(=O)CCCCCCCCCCNC(=O)[C@H](CO)n3cc(CCCCCN)nn3)CC2)n1 | 0 | 0.6% | · | -4 | 0.7 | -4 | 45* | -4 | ·
O=C(COc1ccc2oc(-c3ccccc3)cc(=O)c2c1)NCc1ccco1 | 1 | 3.9% | -19 | -1 | -0.5 | 1 | 2 | -5 | ?
CC(=O)NC(=S)NNC(=O)COc1ccc(Br)cc1 | 11 | -1.3% | 0 | -2 | 0.1 | -9 | 4 | 0 | -16%
CCN(CC)S(=O)(=O)c1ccc(NC(=O)c2ccc3c(=O)n4c(nc3c2)CCCCC4)cc1 | -5 | 2.9% | ? | -3 | 1.5 | -14 | 21 | -4 | ?
O=C1CCCc2nc3nc4ccccc4n3cc21 | 1 | 7.6% | · | 3 | 0.7 | 3 | 3 | 4 | -4%
CSc1cccc(NC(=O)COC(=O)C2CCN(S(=O)(=O)c3ccccc3)CC2)c1 | -10 | -0.1% | 3 | -2 | 0.0 | -13 | 3 | 6 | ·
O=C(c1ccc(Cl)c([N+](=O)[O-])c1)N(Cc1ccco1)C1CCS(=O)(=O)C1 (stereo not given) | -1 | -2.0% | 21 | -1 | 0.4 | 7 | 3 | 9 | -2%
Cc1ccc(C(=O)O)cc1NC(=O)Nc1cccc2ccccc12 | 0 | -0.5% | -6 | 0 | 0.1 | 9 | 1 | -5 | -3%
O=c1[nH]c(=S)n(C2CCCCC2)c(O)c1C=NCCN1CCOCC1 | 0 | 0.2% | -3 | 1 | 1.4 | -4 | 5 | -1 | -11%
Cc1ccc(N=Cc2nc(-c3ccco3)oc2O)cc1 | 2 | -0.5% | -5 | 0 | -0.7 | -2 | 0 | -14 | ?
CCOc1cc(/C=C2/NC(=O)N(CC(=O)OC)C2=O)ccc1O | 2 | -1.3% | -11 | 3 | 0.2 | 7 | 4 | -1 | -6%
Cc1ccsc1/C=N/NC(=O)c1nnn(-c2nonc2N)c1C | -6 | 0.5% | -5 | -3 | 1.0 | 0 | 1 | -2 | -9%
COCCNC(=O)C(c1ccco1)N(Cc1ccc(OC)cc1)C(=O)Cn1nnc2ccccc21 (stereo not given) | -4 | 1.6% | -2 | -8 | -0.2 | 11 | 1 | 2 | -11%
CCCCC(=O)Nc1sc(C(=O)N(CC)CC)c(C)c1C(=O)OC | 6 | 4.2% | -6 | 7 | 2.1 | -2 | 3 | 0 | 7%
Cc1ccc(C(=O)N2CCC(C(N)=O)CC2)cc1C | -3 | -0.8% | -13 | -1 | 0.0 | -15 | 2 | 13 | 8%
Cc1ccc(S(=O)(=O)NCCNC(=O)c2ccc(C)nc2)cc1 | 10 | 1.7% | 8 | -2 | 0.4 | -3 | 0 | 5 | -9%
O=c1c(Cc2ccccc2)c(O)ccn1CCc1cnc[nH]1 | 1 | 0.3% | 11 | 2 | 0.3 | -2 | 1 | -2 | -1%
COC(=O)Cn1cnc2sc(C)c(S(=O)(=O)N3CCC(C)CC3)c2c1=O | -7 | 0.5% | 9 | 1 | -1.6 | -12 | 0 | 15 | -4%
COc1ccccc1NC(=O)c1nn(C)c2c1CS(=O)(=O)c1ccccc1-2 | 10 | 2.1% | -4 | -3 | -0.3 | 8 | 3 | -1 | -13%
Cc1ccccc1CNC(=O)CN(c1cccc(C)c1C)S(C)(=O)=O | 3 | 0.0% | -4 | -3 | -0.5 | -18 | 9 | · | -16%
Cc1ccc(-c2csc3nnc(SCC(=O)Nc4nsc(-c5ccccc5)n4)n23)cc1 | -3 | 6.0% | 4 | 0 | 0.0 | 1 | 3 | -14 | -21%
CN(C)C(CNc1nnnn1-c1ccccc1)c1ccco1 (stereo not given) | -7 | -0.4% | -8 | 1 | 0.4 | 0 | 1 | -9 | 1%
Nc1c(Cl)ncnc1N1CCCC1 | 7 | 0.4% | 2 | -3 | 0.1 | -11 | 1 | -5 | -2%
NS(=O)(=O)c1ccc(CCNC(=O)COC(=O)Cc2c(F)cccc2Cl)cc1 | 10 | 2.8% | -5 | -1 | -0.6 | -4 | 2 | -5 | -6%
Cc1ccc(Cl)cc1N1CCN(C(=O)CCC(=O)O)CC1 | 1 | 0.0% | -1 | -1 | 0.5 | 21 | 5 | 15 | -5%
Cc1ccccc1-c1nn2c(=O)cc(CN3CCN(C(=O)/C=C/c4ccccc4)CC3)nc2s1 | -1 | 2.4% | · | -6 | -1.0 | -32* | -1 | -1 | ?
O=C(C1=C[C@H](c2ccccc2)C[C@H](OCc2ccc(CO)cc2)O1)N1CCN(Cc2ccc3c(c2)OCO3)CC1 | -4 | 0.3% | · | -3 | -0.1 | -7 | -4 | -7 | 62%[activator]
COCCNC(=O)c1ccc(-n2c(SCc3cccnc3)nc3ccccc3c2=O)cc1 | -3 | -0.9% | -1 | 1 | 0.1 | -10 | 1 | 17 | -9%
CC1(c2cccc3ccccc23)NC(=O)N(CC(=O)NC2CCS(=O)(=O)C2)C1=O (stereo not given) | 8 | -0.6% | 4 | 1 | 0.8 | 2 | 2 | 5 | 3%

Entries above marked active in D1 agonist.
SMILES | TRHR PAM | RXFP1 ag | RXFP1 antagonist | D1 PAM | D1 antag | D1 agonist | D2 potentiator
C#CCOCCOCCOCCNc1nc(N2CCN(C(=O)CCCCCCCCCCNC(=O)[C@@H](CCC(=O)O)n3cc(CCCCCN)nn3)CC2)nc(N2CCN(C(=O)CCCCCCCCCCNC(=O)[C@H](CO)n3cc(CCCCCN)nn3)CC2)n1 | 0 | 0.6% | · | -4 | -4 | 45* | -4

Returning to the listing, starting two compounds before the break.
SMILES | TRHR PAM | RXFP1 ag | RXFP1 antagonist | D1 PAM | TRHR agonist | D1 antag | D1 agonist | D2 potentiator | Anesthetic bind
COCCNC(=O)c1ccc(-n2c(SCc3cccnc3)nc3ccccc3c2=O)cc1 | -3 | -0.9% | -1 | 1 | 0.1 | -10 | 1 | 17 | -9%
CC1(c2cccc3ccccc23)NC(=O)N(CC(=O)NC2CCS(=O)(=O)C2)C1=O (stereo not given) | 8 | -0.6% | 4 | 1 | 0.8 | 2 | 2 | 5 | 3%
CC1(C)O[C@H]2[C@@H](O1)[C@@H](C(=O)Nc1ccccc1O)O[C@@H]1OC(C)(C)O[C@@H]12 | -4 | -0.3% | 1 | 0 | 1.3 | 24 | 2 | 1 | -8%
CC(=O)c1c(C)[nH]c(C(=O)Nc2cccc(S(=O)(=O)N(C)c3ccccc3)c2)c1C | -4 | -1.0% | -30 | -5 | 0.1 | -44* | 7 | -6 | -19%
CCCCCCNc1cc(C)oc(=O)c1C(C)=O | -1 | 2.2% | -4 | -22 | -1.7 | -21 | 1 | 2 | -12%
O=C(Cc1ccccc1)Nc1sc2c(c1C(=O)Nc1ccc(Br)cc1)CCC2 | 1 | 2.8% | -6 | -1 | 0.1 | -1 | 0 | -1 | 73%[activator]
CN(C)c1nc(N)nc(CSc2nc3c(c(=O)n(C)c(=O)n3C)n2Cc2ccccc2F)n1 | -1 | -1.5% | 11 | -6 | -1.4 | 5 | 4 | -3 | -3%
O=C(NNC(=O)c1ccc2ccccc2c1O)c1cccs1 | -7 | -1.0% | 7 | -10 | 0.7 | 6 | 1 | 5 | 6%
Cc1ccc(NCc2ccc(C)s2)cc1 | -7 | 1.5% | · | -5 | 0.5 | -15 | 0 | 0 | ?
CCC1Oc2ccccc2N(CC(=O)NCCCN2CCCCC2CC)C1=O (stereo not given) | 3 | -0.4% | 1 | 5 | -0.2 | -14 | 4 | 0 | 3%
CCCCCCn1cc(C(=O)O)c(=O)c2cc(F)c(N3CCCCC3)cc21 | 3 | -1.1% | 5 | 0 | 0.0 | 2 | 5 | 1 | -5%
Cc1ccc(C)c(S(=O)(=O)NC(C)CCc2ccccc2)c1 (stereo not given) | 8 | -0.4% | -3 | -9 | -0.1 | 8 | 4 | -23 | -12%
COc1cc2c(cc1OC)-c1cc(OCCN3CCOCC3)nc(=O)n1CC2 | -2 | 9.7% | -8 | -1 | 0.2 | -6 | 3 | 7 | 7%
CC(=O)c1c(C)n(-c2ccccc2)c2ccc(OCC(O)CN3CCOCC3)cc12 (stereo not given) | -1 | 0.6% | -10 | -2 | 0.1 | 27 | 3 | -9 | -12%
CN1c2ccc(Cl)cc2-c2nc(SCC(=O)NCc3ccccc3)ncc2S1(=O)=O | -6 | 13% | -2 | 1 | -0.7 | -1 | 4 | 0 | 4%

These rows are one share of the data; the hit share may differ from the screen's.
